EBV gp42 block: blocks Epstein-Barr virus glycoprotein 42 binding; Fluorescence polarization binding assay, mP read-out; inhibition, % (tested at 21.74 µM); 220,000 tested, 0.42% active; Q1HVG2; in the data active = inhibition above about 50%
Target sequence (Q1HVG2 whole entry, looked up): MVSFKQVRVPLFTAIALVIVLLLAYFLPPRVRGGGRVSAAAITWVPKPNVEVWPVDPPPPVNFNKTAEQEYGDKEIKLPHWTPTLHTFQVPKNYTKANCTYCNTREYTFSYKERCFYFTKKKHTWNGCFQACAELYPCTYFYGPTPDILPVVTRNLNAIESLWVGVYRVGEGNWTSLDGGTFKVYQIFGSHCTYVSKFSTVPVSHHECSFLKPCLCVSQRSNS
14-3-3 Bad PPI: disrupts binding of bovine 14-3-3 zeta to phospho-Bad peptide | TR-FRET 14-3-3zeta/Dy647-pBad peptide displacement, 1 h | inhibition, % at 21.7 µM | 220,000 tested, 0.71% active;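 active = inhibition above about 70%, limit read from the data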;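 also: 0% = full 14-3-3 plus peptide FRET controls and 100% = background without 14-3-3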
Target sequence (P63103 whole entry, looked up): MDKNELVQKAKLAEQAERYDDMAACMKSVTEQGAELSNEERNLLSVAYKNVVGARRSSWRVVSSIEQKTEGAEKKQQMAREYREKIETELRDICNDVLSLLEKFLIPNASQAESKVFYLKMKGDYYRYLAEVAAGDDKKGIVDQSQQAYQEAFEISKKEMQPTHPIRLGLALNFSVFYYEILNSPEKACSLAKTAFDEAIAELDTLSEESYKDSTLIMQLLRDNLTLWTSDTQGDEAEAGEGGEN
Runt-SMMHC FRET: blocks binding of human RUNX1 Runt domain to CBFb-SMMHC | inhibition, % at 20 µM | Q01196+Q13951 | AID 1434 | Cerulean-Runt/Venus-CBFb-SMMHC FRET ratio 530/480, 1 h | 220,000 tested, 0.74% active;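 active = mean inhibition across duplicate retests at 20 µM reaching about 50%, limit read from the data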;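 also: 0% = DMSO wells and 100% = wells with excess untagged CBFb-SMMHC; inhibitors lower the FRET ratio by blocking Runt binding to CBFb-SMMHC; some results filed as inactive read as strong as hits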
Hck-Nef inh: human Hck-Nef kinase inhibition; P08631; 220,000 tested, 0.68% active; Recombinant Hck-YEEI plus Nef, Z-Lyte FRET kinase assay; inhibition, % at 20 µM;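 active = Hck-Nef kinase inhibition above about 50%, limit read from the data; inactive = inhibition below that limit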;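 also: 0% = DMSO with Hck plus Nef and 100% = Hck alone without Nef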
Target sequence (P08631 whole entry, looked up): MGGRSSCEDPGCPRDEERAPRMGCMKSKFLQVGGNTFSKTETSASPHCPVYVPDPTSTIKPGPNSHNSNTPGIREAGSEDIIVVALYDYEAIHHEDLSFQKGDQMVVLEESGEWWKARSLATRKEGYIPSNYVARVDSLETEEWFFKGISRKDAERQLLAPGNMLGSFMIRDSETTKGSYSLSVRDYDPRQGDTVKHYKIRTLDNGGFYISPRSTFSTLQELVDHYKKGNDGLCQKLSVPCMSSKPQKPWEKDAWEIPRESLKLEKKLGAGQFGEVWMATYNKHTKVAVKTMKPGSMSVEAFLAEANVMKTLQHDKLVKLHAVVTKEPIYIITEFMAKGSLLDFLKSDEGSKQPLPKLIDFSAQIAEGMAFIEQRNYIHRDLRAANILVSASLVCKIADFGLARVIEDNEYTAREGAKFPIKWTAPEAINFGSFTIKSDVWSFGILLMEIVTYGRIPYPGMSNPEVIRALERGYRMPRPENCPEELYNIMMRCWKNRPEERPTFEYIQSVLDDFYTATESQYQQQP
Mdm2 ligase inh: blocks human Mdm2 ubiquitin ligase activity | Q00987 | cell-based MDM2 ubiquitination luciferase reporter, 2 h; 0 = plate control, 100 = twice control, blank-subtracted | signal enhancement, % at 5 µM | 210,000 tested, 0.11% active;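 active = signal enhancement of 30% or more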;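 also: luminescence tracks abundance of the self-degrading MDM2-luciferase fusion protein; higher signal means inhibition of MDM2 E3 ligase activity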
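Assay system: mammalian cells stably expressing self-ubiquitinating, self-degrading MDM2 E3–luciferase fusion. Quantity: 2000 cells in each well. Medium: DMEM culture medium. Compound dosing: single-point 5 µM. Timing: cell settling 4 h, compound treatment 2 h, both 37 °C. Technique: luciferase luminescence. Read-out basis: percent signal gain over controls, blank-subtracted. Benchmarks: plate controls and plate blanks.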
p47phox inh: p47phox (human) inhibition. inhibition, % at 24.7 µM. 220,000 tested, 0.53% active. p47phox/p22phox peptide binding, fluorescence polarization, 2 h. AID 1274. P14598;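 active = inhibition above about 30%, limit read from the data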;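 also: 0% = p47phox with labelled peptide and 100% = labelled peptide alone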
zVAD death inh: L929 zVAD cell death inhibition; L929 zVAD necroptosis rescue, ATP luminescence, 24 h; with zVAD 60 µM; viability rescue, % at 10 µM; 220,000 tested, 0.38% active; AID 1377;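 active = activation, scaled between plate controls, above about 75%, limit read from the data; inactive = activation under that limit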;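 also: 0% = zVAD with DMSO and 100% = DMSO alone without zVAD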
Runt-CBFb FRET: blocks binding of human RUNX1 Runt domain to CBFb; Q01196+Q13951; Cerulean-Runt/Venus-CBFb FRET ratio 530/480, 1 h; inhibition, % at 20 µM; 220,000 tested, 0.46% active; AID 1496;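 active = inhibition over about 50% at 20 µM in the single-dose screen, limit read from the data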;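 also: 0% = DMSO wells and 100% = excess unlabeled CBFb competitor control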
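Doses: 20 µM compound in 1% DMSO | Material: Cerulean-labeled Runt domain protein | Amount: Each fluorescent fusion protein 100 nM | Schedule: Two 1 h room-temperature incubations shielded from light | Measured by: FRET fluorescence | Evaluation: Loss of energy transfer signal | Controls: Unlabeled CBFb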
TbHK1 inh: T. brucei hexokinase 1 inhibition; recombinant TbHK1, G6PDH-coupled NADH A340; inhibition, % at 10 µM; 220,000 tested, 0.11% active;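 active = inhibition of 50% or more in the single-dose primary screen; inactive = inhibition below 50%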
Active calls of the source: *; . = no result given; [ ] = another dose, or the depositor's remark.

The first 2 records, ahead of the listing:
SMILES	EBV gp42 block	14-3-3 Bad PPI	Runt-SMMHC FRET	Hck-Nef inh	Mdm2 ligase inh	p47phox inh	zVAD death inh	Runt-CBFb FRET	TbHK1 inh
CCOC(=O)C1CCCc2c1[nH]c1ccc(Cl)cc21 (stereo not given)	-10	-13	-5	19	2	-33	4.6	-3	-2
Cc1ccc(O)c(NC(=O)c2cc3nc4c(c(C(F)(F)F)n3n2)CCc2ccccc2-4)c1	-12	0	-1	5	-10	-6	0.1	-4	-1

The listing, repeating the preview:
SMILES	EBV gp42 block	14-3-3 Bad PPI	Runt-SMMHC FRET	Hck-Nef inh	Mdm2 ligase inh	p47phox inh	zVAD death inh	Runt-CBFb FRET	TbHK1 inh
CCOC(=O)C1CCCc2c1[nH]c1ccc(Cl)cc21 (stereo not given)	-10	-13	-5	19	2	-33	4.6	-3	-2
Cc1ccc(O)c(NC(=O)c2cc3nc4c(c(C(F)(F)F)n3n2)CCc2ccccc2-4)c1	-12	0	-1	5	-10	-6	0.1	-4	-1
COC(=O)c1ccccc1Sc1snnc1C	-1	-13	-2	4	-25	-1	0.2	0	0
N#Cc1c(C(F)(F)F)cc(-c2ccc(Cl)c(Cl)c2)nc1SCCN1CCOCC1	-48	12[fluorescence artefact?]	-20	1	-28	-9	1.9	-10	-10
O=C(CC1C(=O)NCCN1CC1CCCCC1)NCc1cc(F)ccc1F (stereo not given)	10	-1	2	-10	.	3	0.0	-4	8
CCOC(=O)c1cc2c(ccn2C)n1Cc1cc(C)ccc1C	0	9	-1	1	-5	-4	-0.1	19	-2
CC1CCC2(CC1)NC(=O)N(CC(=O)c1ccc[nH]1)C2=O (stereo not given)	-18	7	0	0	-3	-4	0.2	0	0
CCCN1C(=O)/C(=C/c2c(NCCCOC(C)C)nc3c(C)cccn3c2=O)SC1=S	-61	-15[fluorescence artefact?]	-63	-3	-16	-44	0.0	-19	4
CCC(C)c1ccc(OCC(=O)Nc2ccc(Cl)cn2)cc1 (stereo not given)	1	6	-2	1	-10	-3	0.7	-2	-3
Cc1ccc2cc(C)c(SCC#N)nc2c1	-3	8	-13	0	-3	-15	0.1	-1	4
CCOc1ccccc1NC(=O)C1=C(C)NC(=O)NC1c1cccc(OC)c1OC (stereo not given)	0	-12	0	0	-12	-5	0.3	-6	6
Cc1ccc(-c2nn(-c3ccccc3)cc2C(=O)Nc2ccc(C(=O)O)cc2)cc1	7	-3	-1	8	-7	-7	0.1	-3	-3

Compound profiles (already shown).
CCOc1ccccc1NC(=O)C1=C(C)NC(=O)NC1c1cccc(OC)c1OC (stereo not given) is listed as EBV gp42 block: 0; 14-3-3 Bad PPI: -12; Runt-SMMHC FRET: 0; Hck-Nef inh: 0; Mdm2 ligase inh: -12; p47phox inh: -5; zVAD death inh: 0.3; Runt-CBFb FRET: -6; TbHK1 inh: 6
O=C(CC1C(=O)NCCN1CC1CCCCC1)NCc1cc(F)ccc1F (stereo not given) is listed as EBV gp42 block: 10; 14-3-3 Bad PPI: -1; Runt-SMMHC FRET: 2; Hck-Nef inh: -10; Mdm2 ligase inh: .; p47phox inh: 3; zVAD death inh: 0.0; Runt-CBFb FRET: -4; TbHK1 inh: 8
CCOC(=O)c1cc2c(ccn2C)n1Cc1cc(C)ccc1C is listed as EBV gp42 block: 0; 14-3-3 Bad PPI: 9; Runt-SMMHC FRET: -1; Hck-Nef inh: 1; Mdm2 ligase inh: -5; p47phox inh: -4; zVAD death inh: -0.1; Runt-CBFb FRET: 19; TbHK1 inh: -2

The list continues:
SMILES	EBV gp42 block	14-3-3 Bad PPI	Runt-SMMHC FRET	Hck-Nef inh	Mdm2 ligase inh	p47phox inh	zVAD death inh	Runt-CBFb FRET	TbHK1 inh
Cc1cc(O)c(C(C)C)cc1N=Cc1cc([N+](=O)[O-])ccc1O	-9	4	-11	33	-12	18	1.0	24	-33
CCN(CC)S(=O)(=O)c1ccc(/C=C/C(=O)N(c2ccccn2)C2CCCCC2)cc1	3	-2	0	-1	-2	1	2.2	-3	-2
COCCn1c(CN2CCN(C)CC2)nc2c1c(=O)n(C)c(=O)n2C	-8	-2	-5	1	-9	-2	1.4	1	-2
O=C(Oc1ccccc1-c1csnn1)c1cccs1	-15	-12	-2	16	-1	7	1.9	1	5
O=C(O)c1ccc(COc2ccc3ccccc3c2/C=C2/NC(=O)N(c3ccccc3)C2=O)cc1	4	-17[fluorescence artefact?]	-6	3	-7	-8	0.0	-3	-7
Cc1cc(C(=O)Cn2nc(C(=O)O)c3ccccc3c2=O)c(C)n1-c1ccc(F)cc1	-3	6	5	9	-30	-72	1.4	-4	1
Nc1ncnc(Nc2cccc(F)c2)n1	-10	-6	0	27	-12	-9	2.1	-2	-3
COC(=O)C(NC(=O)c1ccco1)(Nc1nc(C2CC2)cs1)C(F)(F)F (stereo not given)	-9	0	2	-4	-23	-11	1.5	0	-4
S=C(NCc1ccccc1Cl)NC1CCCC1	-15	16	-2	6	12	-21	-0.1	-2	3
O=C(/C(=C/c1ccc(Cl)cc1)c1nc2ccccc2[nH]1)c1ccccc1	-24	4	-6	1	-1	7	107*	0	2
Cc1nc(N=C(N)N)nc2ccccc12	-12	-25	0	20	-22	4	0.5	-2	-8
O=C(COc1ccccc1Cl)Nc1cc(Cl)ccc1Oc1ccccc1	-10	-2	0	-1	4	0	-0.1	2	-3
CCc1ccccc1NC(=O)c1cccc(N2C(=O)C3C4CCC(C4)C3C2=O)c1 (stereo not given)	-21	-6	-6	0	0	-16	0.3	1	-1
O=C(CNS(=O)(=O)c1cccc2nsnc12)NC1CCCCC1	-20	4	-4	-3	-17	-12	3.7	0	-4
Cc1cccc(-n2nnc(C(=O)NCc3ccccc3)c2N)c1	-2	9	-1	-1	1	-5	-0.3	-1	5
CCCCOc1ccc(-c2nnn(CC(=O)NCCc3c[nH]c4ccccc34)n2)cc1	-4	2	-1	0	7	-9	0.1	0	2
O=C(CC1C(=O)NCCN1Cc1ccc(F)c(F)c1)NCCn1cccn1 (stereo not given)	23	-14	-8	-1	3	-15	2.3	-1	-10
O=C(c1ccco1)N1CCN(C(=O)c2cccc3c2C(=O)N(Cc2cccnc2)C3)CC1	-6	-2	-6	7	-23	4	0.6	3	7
Cc1cc2c(c(=O)n1CCN(C)C)C(c1ccc(Br)cc1)C(C#N)=C(N)O2 (stereo not given)	-17	-4	1	1	-25	-33	-0.4	-1	25
O=C(NCc1ccc(Cl)cc1)c1ncn[nH]1	-10	-3	0	-19	-14	-4	2.2	-1	0
O=C(COc1ccccc1)NC(NC(=S)Nc1ccccc1C(=O)O)C(Cl)(Cl)Cl (stereo not given)	-13	65[fluorescence artefact?]	3	0	-9	-15	1.1	.	2
CN1CC2(C(=O)c3ccccc3)CN(C)CC(C(=O)c3ccccc3)(C1)C2	-34	5	-5	8	-4	4	0.1	-3	14
O=C(CCCOc1ccccc1)N1CCCc2ccccc21	-5	-1[fluorescence artefact?]	0	1	-12	-7	0.9	-2	-1
C=CCNC(=O)COC(=O)CCC(=O)c1cccs1	-11	-6	-2	10	-17	-11	0.1	1	-5
CCCn1c(CCC(=O)O)ccc1-c1cccs1	-7	3	26	4	-9	-13	1.0	11	9
O=C(Nc1ccc2sccc2c1)c1cccc(N2C(=O)CCC2=O)c1	0	-4	-2	0	-5	-3	6.8	0	-10
O=C(Nc1ccc2c(c1)Cc1ccccc1-2)c1ccc(Br)o1	-19	-2	1	5	3	2	0.8	0	-10
COc1ccccc1/C=C/C=N/n1c(-c2ccccc2)n[nH]c1=S	-12	1	12	9	-1	-4	1.9	12	-19
CC1=NN(c2ccccc2)C(=O)/C1=C\C=C\c1ccccc1	-10	-3	1	4	17	-1	3.9	-1	-8
Cc1ccc(-c2c(C#N)c(N)n(-c3ccccc3)c(=O)c2C#N)cc1	-10	-5	-2	6	-8	12	0.1	2	-40
CCOc1ccc(OCc2ccc(C(=O)NN)o2)cc1	4	-3	-5	19	-3	5	0.8	0	-2
O=C(c1cccc(S(=O)(=O)N2CCCCC2)c1)N1CCOCC1	-3	-10[fluorescence artefact?]	2	3	-12	-7	-0.2	1	33
COc1ccc(N2C3=[N+](CCCC3)CC2(C)O)cc1 (stereo not given)	-7	3	-1	.	-12	5	.	1	.
CCn1c(SCC(=O)N2CCCCC2)nnc1-c1ccc(S(=O)(=O)N2CCN(C)CC2)cc1	-18	-7	11	3	-20	-4	-0.3	1	-1
O=C(O)C1=C[C@@H](c2ccc(F)cc2)C[C@@H](OCCCCO)O1	-8	-1	0	26	14	-7	-0.2	0	3
Cc1nnc(SCc2ccccc2)[nH]c1=O	0	-1	-3	16	-1	-4	2.0	2	-5

Random excerpt: 2 records from the list, in no set order.
SMILES	EBV gp42 block	14-3-3 Bad PPI	Runt-SMMHC FRET	Hck-Nef inh	Mdm2 ligase inh	p47phox inh	zVAD death inh	Runt-CBFb FRET	TbHK1 inh
Cc1ccc(-c2c(C#N)c(N)n(-c3ccccc3)c(=O)c2C#N)cc1	-10	-5	-2	6	-8	12	0.1	2	-40
O=C(c1cccc(S(=O)(=O)N2CCCCC2)c1)N1CCOCC1	-3	-10[fluorescence artefact?]	2	3	-12	-7	-0.2	1	33

(list continues)
SMILES	EBV gp42 block	14-3-3 Bad PPI	Runt-SMMHC FRET	Hck-Nef inh	Mdm2 ligase inh	p47phox inh	zVAD death inh	Runt-CBFb FRET	TbHK1 inh
COC(=O)C1=C(N)Oc2cc(C)n(Cc3cccnc3)c(=O)c2C1c1cccc(OC)c1OC (stereo not given)	-3	-10	5	3	-11	-1	-0.4	-1	-3
CCOC(=O)C1Cn2c(nc3c(c2=O)C2(CCCC2)Cc2ccccc2-3)S1 (stereo not given)	0	-1	-1	2	-3	-9	0.7	-2	-11
O=C(Cn1nc(CNc2ccc(Cl)cc2)[n+]2c1CCCCC2)c1ccccc1	-15	2	1	2	-7	-27	0.2	2	2
O=C(NCc1ccccc1)N1CCN(c2ccccc2F)CC1	-10	5[fluorescence artefact?]	6	3	3	3	-0.2	1	29
Cn1ccnc1SCC(=O)Nc1ccc2c(c1)OC(F)(F)O2	-21	-8	3	17	0	-6	1.7	-1	-2
COC(=O)c1cccc2c1-c1ccccc1/C2=N/O	1	-3	-6	5	-12	-18	1.0	-3	1
CCN(CCNC(=O)C1CCN(S(=O)(=O)c2cccc3cccnc23)CC1)c1ccccc1	-10	-1	2	-5	-21	0	0.2	8	-3
N#CCN1C(=S)N=C(Nc2cccc(Cl)c2)C12CCCCC2	-9	-1	-8	1	2	-14	0.3	0	4
O=C(CN1C(=O)C2C3CC(C(Br)C3Br)C2C1=O)N1CCOCC1 (stereo not given)	-14	0[fluorescence artefact?]	2	0	3	-11	0.1	-2	1
CC1CCCCN1CCn1c(=S)[nH]c2ncccc2c1=O (stereo not given)	-22	3	1	-1	-20	-10	1.0	7	-17

Single values from above:
CCN(CCNC(=O)C1CCN(S(=O)(=O)c2cccc3cccnc23)CC1)c1ccccc1 | zVAD death inh = 0.2
O=C(Cn1nc(CNc2ccc(Cl)cc2)[n+]2c1CCCCC2)c1ccccc1 | Hck-Nef inh = 2
O=C(NCc1ccccc1)N1CCN(c2ccccc2F)CC1 | Hck-Nef inh = 3
